# GalR3 antag: blocks the human galanin receptor 3; inhibition, % at 3 µM; HEK293 GalR3-CNG cAMP membrane potential fluorescence; galR3 body fused to GalR1 C-terminus; 0.44% of 360,000 active; AID 651719; O60755;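 active = inhibition above the screen-wide average plus 3 SD, cut at about 13% in these data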;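 also: forskolin and galanin both at EC90 stimulate the cells; cAMP rise reported by CNG channel membrane potential dye signal; 0% = forskolin plus galanin with DMSO and 100% = forskolin alone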
# Target sequence (O60755 1-299 limits assumed): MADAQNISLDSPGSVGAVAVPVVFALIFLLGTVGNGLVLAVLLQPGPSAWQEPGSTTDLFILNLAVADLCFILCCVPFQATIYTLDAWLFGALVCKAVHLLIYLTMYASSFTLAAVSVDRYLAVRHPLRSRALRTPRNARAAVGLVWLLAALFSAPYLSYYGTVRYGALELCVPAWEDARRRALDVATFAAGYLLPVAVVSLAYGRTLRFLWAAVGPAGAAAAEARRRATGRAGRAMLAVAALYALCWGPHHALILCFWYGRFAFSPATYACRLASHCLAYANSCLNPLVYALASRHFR
# An asterisk follows results filed as active; & = joins results of further samples. This is a subset; rates above refer to the full screens.
# Start of the data: the first twelve compounds (preview)
GalR3 antag	SMILES
4.0	COC(=O)CN1C(=O)CSc2ccc(S(=O)(=O)N3CCC(C)CC3)cc21
-2.0	O=C(Nc1ccc(Cl)c(C(F)(F)F)c1)C1Cc2c(-c3ccc4c(c3)OCO4)ccnc2O1 (centres undefined)
-2.8	CCOC(=O)N(C)C[C@H]1OCc2cn(nn2)CCCC(=O)N([C@@H](C)CO)C[C@@H]1C
-2.8	Nc1[nH]c(C(=O)c2ccccc2)c(-c2ccc(Cl)cc2Cl)c1C(=O)NCCc1c[nH]c2ccccc12
4.2	Nc1nc2c(ncn2[C@@H]2O[C@H](C(=O)NCC(F)(F)F)[C@@H](O)[C@H]2O)c(=O)[nH]1
-5.9	CCCNC(=O)C1(C)CCN(Cc2ccc(C(=O)OCC)cc2)C1 (centres undefined)
-6.8	O=C(NC1CCCCC1)C(c1cc2ccccc2o1)N1CCOCC1 (centres undefined)
-5.4	Cc1ccc(C(O)c2ncc(-c3cccc4ccccc34)[nH]2)cc1F (centres undefined)
-1.7	CCN(CC)C(=O)c1cccc(-c2csc(C(C)(NC(C)=O)c3ccccc3)n2)c1 (centres undefined)
-2.3	CCC(c1nc2ccccc2[nH]1)N(C(=O)Cc1cc(OC)cc(OC)c1)c1ccc(N2CCOCC2)cc1 (centres undefined)
-5.3	O=C(NCc1cccc(C(F)(F)F)c1)C1C(=O)Nc2ccccc2C(=O)N1C1CCCC1 (centres undefined)
-4.8	CCOC(=O)[C@]12CCC=C1N(Cc1ccc3c(c1)OCO3)C(=O)[C@H](CC(=O)NCCCOC)C2

# The whole of this part, repeating the preview:
GalR3 antag	SMILES
4.0	COC(=O)CN1C(=O)CSc2ccc(S(=O)(=O)N3CCC(C)CC3)cc21
-2.0	O=C(Nc1ccc(Cl)c(C(F)(F)F)c1)C1Cc2c(-c3ccc4c(c3)OCO4)ccnc2O1 (centres undefined)
-2.8	CCOC(=O)N(C)C[C@H]1OCc2cn(nn2)CCCC(=O)N([C@@H](C)CO)C[C@@H]1C
-2.8	Nc1[nH]c(C(=O)c2ccccc2)c(-c2ccc(Cl)cc2Cl)c1C(=O)NCCc1c[nH]c2ccccc12
4.2	Nc1nc2c(ncn2[C@@H]2O[C@H](C(=O)NCC(F)(F)F)[C@@H](O)[C@H]2O)c(=O)[nH]1
-5.9	CCCNC(=O)C1(C)CCN(Cc2ccc(C(=O)OCC)cc2)C1 (centres undefined)
-6.8	O=C(NC1CCCCC1)C(c1cc2ccccc2o1)N1CCOCC1 (centres undefined)
-5.4	Cc1ccc(C(O)c2ncc(-c3cccc4ccccc34)[nH]2)cc1F (centres undefined)
-1.7	CCN(CC)C(=O)c1cccc(-c2csc(C(C)(NC(C)=O)c3ccccc3)n2)c1 (centres undefined)
-2.3	CCC(c1nc2ccccc2[nH]1)N(C(=O)Cc1cc(OC)cc(OC)c1)c1ccc(N2CCOCC2)cc1 (centres undefined)
-5.3	O=C(NCc1cccc(C(F)(F)F)c1)C1C(=O)Nc2ccccc2C(=O)N1C1CCCC1 (centres undefined)
-4.8	CCOC(=O)[C@]12CCC=C1N(Cc1ccc3c(c1)OCO3)C(=O)[C@H](CC(=O)NCCCOC)C2
-5.4	CN(Cc1ccccc1)C(=O)c1ccc(Cc2cn(C)c3ccccc23)nc1
-3.7	O=C1c2c(-c3ccc(Br)cc3)noc2CCN1Cc1cn(-c2ccc(Cl)cc2)nn1
-7.1	Cc1ccc(S(=O)(=O)N(C)[C@H]2C[C@H]3c4[nH]c5cccc(-c6ccccc6)c5c4CCN3C(=O)[C@H]2[C@H](C)O)cc1
1.4	O=[N+]([O-])c1c(Cl)cc(Cl)cc1Cl
-4.8	COc1cc(-c2cc3nc(NCCc4ccncc4)ccn3n2)cc(OC)c1OC
-0.7	CCCCn1nnnc1C(c1ccccc1)N1CCN(c2ccc(F)cc2)CC1 (centres undefined)
-6.0	C=CCOC(=O)Nc1nc(CCNC(=O)OC(C)(C)C)c(C(=O)OC)s1
-5.2	CC1=C(C(=O)N2CCCCCC2)CC(CC(=O)NCCc2ccccn2)C(=O)N1Cc1ccc(C(C)(C)C)cc1 (centres undefined)
-2.7	CCCCCNC(=O)C(c1ccc(-c2ccccc2)cc1)n1c(=O)c(-c2cc3ccccc3[nH]2)nc2ccccc21 (centres undefined)
-3.5	COC(=O)[C@@]12C[C@@H](CC(=O)N3CCCC3)C(=O)N(CCc3ccc(OC)c(OC)c3)C1=CCC(C)(C)C2
-5.7	COc1cc(N/C(=C\C(=O)c2ccccc2)c2ccccc2)ccc1Cl
-5.1	COc1ccc(CN2C[C@@H](CO)O[C@@H](n3cnc4c(NCCCO)ncnc43)C2)cc1
-7.4	CN(C)c1ccc(CNC(=O)C2(C)Cc3c(-c4cccc(C(F)(F)F)c4)ccnc3O2)cc1 (centres undefined)
-4.7&-0.8	O=C1c2ccccc2C(c2nnnn2-c2ccc3c(c2)OCCO3)N1Cc1cccc(F)c1 (centres undefined)
-8.4	Cc1cccc(C)c1-n1nnnc1C(c1ccnc2ccccc12)N(C)Cc1ccccc1 (centres undefined)
3.5	CCOC(=O)[C@]12CCC=C1N(CCC1=CCCCC1)C(=O)[C@H](CC(=O)NCCc1ccccc1OC)C2
-3.1	CC(=O)c1ccc(OC2(C)CCN(Cc3ccc(OC(F)(F)F)cc3)C2)cc1 (centres undefined)
-5.4	CC1(C(=O)Nc2ccccc2Br)CCN1C(=O)Cc1ccccc1Cl (centres undefined)
-5.7	CCCCCNC(=O)C(c1cc2ccccc2o1)n1c(=O)c(-c2ccccc2)nc2ccccc21 (centres undefined)
-8.6	COc1ccc(-c2csc(C(C)(O)c3ccc(F)c(F)c3)n2)cn1 (centres undefined)
-5.2	O=C(NC(c1ccc2c(c1)OCO2)c1ccccn1)C1CCN(CCOc2ccc(Cl)cc2Cl)CC1 (centres undefined)
-3.6	COc1ccccc1-c1cnc(C(O)c2cc(Cl)cc(Cl)c2)[nH]1 (centres undefined)
-5.5	OC(c1ccc(Cl)c(Cl)c1)c1ncc(-c2ccc(Cl)cc2)[nH]1 (centres undefined)
-4.0	O=C1OCCOC2CCCc3oc(C4=CCCCC4)c1c32 (centres undefined)
-7.0	CC1(C(=O)Nc2cccc(Oc3ccccc3)c2)CCN1C1Cc2ccccc2C1 (centres undefined)
-4.0	COC(=O)c1cc2c(c3c4cc(F)ccc4n(S(=O)(=O)c4cccc(C)c4)c13)C(=O)N(Cc1ccccc1OC)C2
-7.3	CCCNC(=O)c1cc(C2CCCN(S(=O)(=O)c3cccs3)C2)on1 (centres undefined)
-6.4	COC(=O)C[C@@H]1C=C[C@H](NC(=O)Nc2ccc(OC)cc2)[C@@H](CO)O1
-5.2	CCOC(=O)[C@]12CCC=C1N(Cc1cccc3ccccc13)C(=O)[C@H](CC(=O)NCCCN1CCCC1=O)C2
5.5	COc1cccc(C(O)c2nc(-c3ccc(F)cc3OC)cs2)c1 (centres undefined)
0.5	O=C(Nc1nnc([C@@H]2C[C@H](O)[C@@H](CO)O2)s1)Nc1cccc2c1CCCC2
-3.3	COC(=O)c1cc2c(c3c4cc(OC)ccc4n(C(=O)c4ccccc4)c13)C(=O)N(C1CCCCC1)C2
-2.0	COC(=O)C[C@H]1CC[C@@H]2[C@H](COC[C@H](O)CN2S(=O)(=O)c2ccccc2OC)O1
-7.0	OC[C@@H]1CN(Cc2ccco2)C[C@H](n2cnc3c(N4CCN(c5ccccc5)CC4)ncnc32)O1
-7.2	C[C@H](CO)N1C[C@H](C)[C@H](CN(C)S(=O)(=O)c2cccs2)Oc2ncc(Br)cc2C1=O
-6.2	COc1ccccc1Cc1c(-c2ccc(Cl)cc2)nc2c3ccccc3ccn12
-4.4	CC1(C(=O)NS(=O)(=O)c2ccc(C#N)cc2)CCN1C(=O)Cc1ccc(Cl)cc1Cl (centres undefined)
-4.5	NC(c1csc(Nc2ncccn2)n1)c1ccccc1Cl (centres undefined)
-2.6	CCOc1ccc(CCN2C(=O)C(=O)N([C@@H](Cc3ccc(O)cc3)CN3CCC[C@H]3CN3C(=O)C(=O)NC[C@@H]3Cc3ccc(O)cc3)C[C@@H]2Cc2ccccc2)cc1
-7.0	COCCNc1nc(NCC2CCCCC2)c2sc(-c3ccccc3)cc2n1
-7.5	O=C(Nc1ccccc1)OC[C@@H]1C=CS(=O)(=O)N1Cc1ccc(Br)cc1
-6.0	C[C@H]1COc2cc(N3CCC[C@@H]3CO)ccc2S(=O)(=O)N1
-8.4	COc1cccc(NC(=O)C2(C)CCN2Cc2ccccc2OC(F)F)c1 (centres undefined)
-5.8	CCCCNC(=O)C[C@@H]1C[C@@]2(C(=O)OC)CCCCC=C2N(Cc2ccccc2)C1=O
-5.4	CC1(Cc2ccccc2OC(F)(F)F)C(=O)Nc2ccc(S(=O)(=O)NC3CCCCC3)cc21 (centres undefined)
-7.2	CCc1nc2c(OCCC3CCCCC3)cccn2c1N(C)C(=O)c1ccc(C)cc1
-5.3	O=C(NC1CCCC1)C(C1CC1)n1c(-c2ccnc3ccccc23)nc2ccccc21 (centres undefined)
-3.2	CCCNC(=O)C1(C)CCCN(Cc2c(C)nn(-c3ccccc3)c2C)C1 (centres undefined)

# (more compounds)
GalR3 antag	SMILES
-5.7	COc1ccc(NC(=O)C2(C)CCCN(C(C)=O)C2)cc1F (centres undefined)
-4.2	CC1(Cc2ccc(Cl)cc2)C(=O)Nc2ccc(S(=O)(=O)NC3CCCCC3)cc21 (centres undefined)
-6.5	CN1CCCCC(NC(=O)CCCl)C1=O (centres undefined)
-6.2	CCCCNC(=O)c1nc(-c2cnccn2)oc1-c1ccc(Cl)cc1
-5.9	CC1(C(=O)NCc2ccc(C(F)(F)F)cc2)CCN1Cc1c(F)cccc1F (centres undefined)
-7.5	COc1ccc(-c2csc(C(O)c3ccc(F)cc3)n2)cn1 (centres undefined)
-7.4	COC(=O)[C@@]1(Cc2ccc(F)cc2)[C@H]2c3cc(C(=O)N(C)C)n(Cc4ccsc4Br)c3C[C@H]2CN1C(=O)c1ccccc1
-7.2	C=CCN1[C@H](C)[C@H](c2ccccc2)Oc2cc(Br)ccc2S1(=O)=O
-5.7	CCOC1=C2[C@@H](CN(S(=O)(=O)c3ccccc3C)[C@H]2c2ccc(Cl)cc2)[C@H]2C(=O)N(C3CCCCC3)C(=O)[C@H]2C1
3.0	COc1cc(OC)cc(C2=Cc3ccccc3C(CC(C)=O)N2c2ccc(-c3cccs3)cc2)c1 (centres undefined)
-8.8	O=C1CCCN1CCCNc1nc(NCc2cccs2)nc2ccsc12
-3.8	COc1cc(C(=O)c2cc3c(cc2C)OCO3)cc(OC)c1OC
-4.7	CCCC(=O)N1CCCC(c2cc(C(=O)Nc3ccccc3)no2)C1 (centres undefined)
4.1	O=C(Nc1ccc(F)c(Cl)c1)c1cc(C2CCCCN2C(=O)c2cccs2)on1 (centres undefined)
-5.5	Cc1ccc(Cc2c(-c3cccc(Cl)c3)nc3c(C)cc(Br)cn23)cc1
-4.3	COc1ccc(-c2ccc3c(c2)c(Sc2ccccc2)c(-c2ccccc2)n3C)cn1
3.4	CCCCn1nnnc1C1(C)CCC(=O)N1CCc1ccc(OC)c(OC)c1 (centres undefined)
8.7	COc1ccc(CNC(=O)c2cccc3c(-c4cccc(C(N)=O)c4)coc23)cc1OC
-1.1	CC(C)CC(N)c1csc(Nc2cc(Oc3ccccc3)ncn2)n1 (centres undefined)
-3.4	Cc1nccn1-c1ccc(NC(=O)[C@@H](Cc2ccccc2)NC(=O)[C@H]2O[C@@H](n3ccc(=O)[nH]c3=O)[C@H](O)[C@@H]2O)cc1
-5.8	CCc1nc2ccc(C(=O)N(C)CCN(C)C)cn2c1N(CC)CCOC
-3.0	CCCS(=O)(=O)NC(=O)C1(C)CCN(C(=O)c2cc(F)cc(F)c2)C1 (centres undefined)
-6.8	OC[C@@H]1CN(Cc2ccc(F)cc2)C[C@H](n2cnc3c(N4CCCC4)ncnc32)O1
-0.5	CCOC(=O)C1=CC[C@@H](c2ccccc2)N(S(=O)(=O)c2ccc(C)cc2)[C@H]1c1ccc(CC)cc1
-9.4	COc1ccc(S(=O)(=O)n2c(N)nc3ccccc32)cc1
-4.0	Nc1[nH]c(C(=O)c2ccccc2)c(-c2ccccc2C(F)(F)F)c1C(=O)NCc1cccc2ccccc12
-5.1	COC(=O)[C@@]12C[C@@H](CC(=O)NCCCN3CCCC3=O)C(=O)N(Cc3cccc4ccccc34)C1=CCC(C)(C)C2
-4.0	CC(C)(C)S(=O)N1Cc2cc(C(=O)NCC(F)(F)F)nc(-c3cccc(-c4cccc(F)c4)c3)c2[C@H]1CCO (some centres undefined)
-8.4	COC(=O)[C@]12C[C@H](CC(=O)NCCCCc3ccccc3)C(=O)N(Cc3ccc4c(c3)OCO4)C1=C[C@H](COCc1ccccc1)O[C@@H]2C
-0.2	COc1ccccc1N1CCN(Cc2cc(=O)oc3cc(C)ccc23)CC1
-10.4	CC(=O)c1cccc(NC(=O)C2(C)Cc3c(-c4ccccc4)ccnc3O2)c1 (centres undefined)
-5.0	O=C1c2ccccc2C(c2nnnn2-c2ccc3c(c2)OCCO3)N1Cc1ccco1 (centres undefined)
-4.2	CCCc1ccc(C(O)c2ncc(-c3cccc(F)c3)[nH]2)cc1 (centres undefined)
-6.0	CCCCCCCCN1C(=O)[C@H](CC(=O)NCc2ccc(C)o2)C[C@@]2(C(=O)OCC)CCC=C12
-2.4	COc1cccc(-c2sc3ccc(OC)cc3c2-c2cnc(N3CCOCC3)nc2)c1
-8.7	CC1=C(C(=O)N(C(C)C)C(C)C)CC(CC(=O)NC2CC2)C(=O)N1Cc1ccc(C(C)(C)C)cc1 (centres undefined)
-9.2	CC(C)(C)CN1C(=O)C(=O)NC[C@@H]1CC1CCCCC1
-1.6	O=C(NC1CCCCC1)C(c1ccccc1)n1c(=O)c(-c2ccco2)nc2ccccc21 (centres undefined)
-5.5	CCC(c1nnnn1-c1c(C)cccc1C)N1CCN(CCN2CCOCC2)CC1 (centres undefined)
1.4	O=C(OC1CC2CC1[C@H]1CCCCN1C2=O)N1CCN(c2ccccc2)CC1 (some centres undefined)
-3.1	CC(=O)C1CCC2C3CCC4=CC(=O)CCC4(C)C3C(O)CC12C (centres undefined)
-4.7	O=C1CC2c3ccccc3CCN2C(=O)CN1Cc1ccccc1 (centres undefined)

# From PubChem
